Bioassay records as filed in PubChem.
HepG2 viability: qHTS for Inhibitors of TGF-b: Cytotox Counterscreen. HepG2 CAGA-GFP viability, ATP luminescence, 18 h. Potency, µM (series often up to 46.1 µM), inactives show top-dose activity change, negative = cytotoxicity, actives largely listed as cytotoxic. hit rate 0.76% among 410,000. AID 588856, 2011; also: potency is read from the fitted curve at half-maximal effect; some results filed as inactive show a strong effect at the top dose
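HepG2 CAGA-GFP cells (1000/well, DMEM with 1% FBS) received compound, then TGF-beta at 500 pg/mL final, and were incubated 18 hours at 37 degrees C. Viability was read by CellTiter-Glo luminescence. Media-only wells were set as complete cell-killing and DMSO as no toxicity.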
Nrf2 block: Nrf2 qHTS screen for inhibitors; A549 ARE-Fluc reporter, luciferase luminescence, 18-24 h; Potency, µM (top dose mostly 46 µM), without a hit: at the highest dose activity change, negative = inhibition, most hits filed as inhibitors; hit rate 2.1% among 360,000; also: potency is read from the fitted curve at half-maximal effect; % is scaled to controls: 0 for no effect and ±100 for the full control effect; nearly all actives have a fitted effect of over 60% in size
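Cells were seeded and rested 2 h, then exposed to compounds for 18-24 h. CellTiter-Fluor was read first as a viability measure. BugLite was added 15 min before the final luminescent read of ARE-luciferase activity in A549 cells.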
Akt phos inh: HTS Assay for Inhibitors of Akt Phophorylation: Primary Screen | Neuro2A IGF-stimulated pAkt S473 HTRF, 20 min; active compounds read low | activity change, % for hits at 50 µM | hit rate 0.32% among 360,000; in the data active = activity change below about -80%; inconclusive = mostly about -51% to -80%; also: % is scaled to controls: 0 for no effect and ±100 for the full control effect
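Neuro2A cells in DMEM with 0.5% FBS, overnight at 37 deg C, given compound at single 50 µM final, then IGF (6 nM final) for 20 min at 37 deg C. Lysed; phospho-Akt Ser473 by HTRF after 24 h, 665/615 ratio.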
ATXN viability: Viability Counterscreen for Primary qHTS for Inhibitors of ATXN expression; S2 cells (HEK-293 line with an ATXN2-luciferase reporter) viability, CellTiter-Fluor protease fluorescence, 24 h; Potency, µM (doses to about 56.7 µM), usual class: cytotoxic; hit rate 0.49% among 400,000; AID 651635, 2014; also: potency is read from the fitted curve at half-maximal effect; nearly all actives have a fitted effect of over 40% in size
A549 tox: Nrf2 qHTS screen for inhibitors: counterscreen for cytotoxicity; A549 ARE-Fluc cells, CellTiter-Fluor viability, 18-24 h; Potency, µM (doses to about 46 µM), without a hit: top-dose activity change, negative = cytotoxicity, hits mostly inhibitors; hit rate 0.16% among 390,000; AID 504648, 2011; also: potency is read from the fitted curve at half-maximal effect; % is scaled to controls: 0 for no effect and ±100 for the full control effect
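Cytotoxicity counterscreen: CellTiter-Fluor fluorescence was measured in A549 ARE_Fluc cells after 18-24 h of compound exposure in a concentration series. The subsequent BugLite luminescent read reports ARE-luciferase activity.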
Mm-Cpn inhibitor: Inhibitors of TCP-1 ring complex (TRiC) of Methanococcus maripaludis (MmCpn): qHTS; Chaperonin Mm-Cpn (Methanococcus maripaludis); purified Mm-Cpn ATPase, ADP Transcreener TR-FRET; Potency, µM (top dose mostly 76.9 µM), for the others: top-dose activity, negative = inhibition, hits mostly inhibitors; hit rate 0.031% among 330,000; AID 504842, 2011; also: potency is read from the fitted curve at half-maximal effect; % is scaled to controls: 0 for no effect and ±100 for the full control effect; nearly all actives have a fitted effect of over 80% in size
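Compound-treated chaperonin, 25 nM final, turns over 10 uM ATP at 37°C for 30 min following a 10 min preincubation; ADP generated competes with ADP-d2 for Eu-cryptate antibody, lowering FRET.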
CCT chaperon mod: High-Throughput Screening for Modulators of Cytosolic Chaperonin Activity; purified chaperonin ATPase assay, HTRF ADP detection, 30 min; hit rate 0.3% among 360,000; activity change, % (test concentration not listed), hits read low; AID 651819, 2012; in the data active = activity change below about -30%; also: % is scaled to controls: 0 for no effect and ±100 for the full control effect
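We incubate TRiC, 40 or 20 nM final, with library compounds at 76 uM and 10 uM ATP for 30 min at 37 °C. ADP formed is detected with Transcreener HTRF reagents after 30 min at room temperature.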
TGFb inhibitor: qHTS for Inhibitors of TGF-b | HepG2 CAGA-GFP TGF-b/SMAD3 reporter, GFP fluorescence, 18 h; TGF-beta stimulated, 500 pg/mL final | Potency, µM (doses to about 46.1 µM), for inactives: at the top dose activity, negative = inhibition, most hits filed as inhibitors | hit rate 1.2% among 410,000; also: potency is read from the fitted curve at half-maximal effect; % is scaled to controls: 0 for no effect and ±100 for the full control effect; nearly all actives have a fitted effect of over 65% in size
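Cell-based qHTS in HEPG2 carrying a CAGA-GFP Smad reporter; compounds added before 500 pg/mL final TGF-beta, 18 h incubation at 37 degrees C, GFP fluorescence quantified per cell by imaging cytometry.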
Nrf2 activator: qHTS of Nrf2 Activators; AREc32 ARE-luciferase reporter (MCF7-derived line), luminescence, 24 h; hit rate 0.31% among 410,000; Potency, µM (highest dose often 46.1 µM), inactives show at the highest dose activation, most hits filed as activators; also: potency is read from the fitted curve at half-maximal effect; % of control where 0% means no effect; nearly all actives have a fitted effect of over 65% in size
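Reporter line AREc32 (ARE-Fluc), seeded overnight in OPTI-MEM with 5% FBS; compound pin-transferred, 24 hr at 37 deg C, 5% CO2; luminescent read-out.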
Numbers without * were called inactive; i = inactive; ? = inconclusive; . = no result given; [ ] = remark or other dose. Unless noted, calls follow the shape of the dose curve; as a rule, active = well fitted curve in the direction sought with a large enough effect; inconclusive = small, poorly fitted or top-dose-only effect, or another doubt; inactive = no such curve, though single readings can be large; an effect the other way counts as inactive or inconclusive.

SMILES | HepG2 viability | Nrf2 block | Akt phos inh | ATXN viability | A549 tox | Mm-Cpn inhibitor | CCT chaperon mod | TGFb inhibitor | Nrf2 activator
C=CCn1c(O)c(N=NC(=O)CNC(=O)c2ccncc2)c2ccccc21 | -4% | 5% | i | i | 1% | 0% | 0.6 | 5% | -0.1%
Oc1ccc2ccc3[nH]cnc3c2c1 | 0% | -3% | i | i | 9% | -1% | 1.8 | 20% | 5.8%
Cc1cc(N(CN2CCCC2=O)C(=O)c2ccc(OC(C)C)cc2)no1 | 0% | 6% | i | i | 0% | -1% | 1.5 | 16% | -0.5%
CCOC(=O)c1c(C)[nH]c(C(=O)OCC(=O)NCc2ccc(F)cc2)c1C | -14% | ? | i | ? | ? | 2% | -0.5 | -10% | 0.5%
C=CCn1c(SCC(=O)NC2CC2)nnc1-c1cccc(OC)c1 | -28% | -9% | i | i | 2% | 0% | -1.3 | 4% | -0.4%
CCC(C)(C)NC(=O)C(c1ccc(OC)cc1)N(CCOC)C(=O)CCC(=O)Nc1nccs1 (stereo not drawn) | -6% | -17% | i | i | 0% | 0% | 0.1 | 4% | -0.5%
CC(C)CC(NC(=O)C(COCc1ccccc1)NC(=O)OC(C)(C)C)C(=O)NN (stereo not drawn) | 7% | -17% | i | ? | -5% | 0% | -0.4 | ? | -0.3%
COCCN(C(=O)CNC(=O)c1ccco1)C(C(=O)NC1CCCCC1)c1cccc(OC)c1 (stereo not drawn) | -40% | 9% | i | i | -8% | 0% | -0.6 | -6% | 0.2%
Cc1cccc(-c2nc(CN3CCN(C(=O)C4CCCO4)CC3)cs2)c1 (stereo not drawn) | -42% | -26% | i | i | 1% | -9% | -4.5 | 0% | 0.1%
CCCc1ccc(C(=O)NC(=O)c2ccccc2O)cc1 | -18% | ? | i | i | ? | 2% | -2.3 | -16% | 0.9%
O=C(NCc1cccc(C(F)(F)F)c1)C1CC(c2cccc(F)c2)=NO1 (stereo not drawn) | -11% | 4% | i | i | 0% | 2% | -1.9 | -17% | -1.1%
O=S(=O)(Nc1ccccn1)c1cccs1 | 2% | -12% | i | i | 4% | -5% | -2.1 | 29% | -0.1%
COc1ccccc1CNC(=O)C1(c2cccs2)CCOCC1 | 2% | . | . | i | 0% | . | . | -22% | 0.6%
Cc1nc(N2CCOCC2)c2c(C(=O)NCc3cccc(Cl)c3)c(C)oc2n1 | -11% | ? | . | . | 7% | . | . | -7% | -0.9%
Cc1cccc(C)c1NC(=O)C1NC(=O)CC1c1ccccc1 (stereo not drawn) | -5% | 7% | i | i | 6% | -1% | -0.1 | 0% | 0.2%
CC1CCN(C(=O)c2ccc(NS(=O)(=O)c3cccs3)cc2)CC1 | 10% | 6% | i | i | -7% | 0% | -0.8 | -3% | 3.4%
CCN(CC)S(=O)(=O)c1cc(C)ccc1SC | -5% | 6% | i | i | 0% | -1% | -2.7 | -20% | 3.0%
CC(C)(C)c1nn2cnnc2n(/N=C/c2ccc(O)cc2)c1=O | 15% | 2% | i | i | 3% | 2% | -1.7 | -6% | -0.8%
Cc1nnc(N2CCC(C(=O)NCc3ccc(F)cc3)CC2)c2nn(-c3ccc(Cl)cc3)c(C)c12 | -81% | 23% | . | i | 4% | . | . | ? | 4.3%
COC(=O)c1sc(N)c(C(=O)OC)c1CSc1nnnn1C | -1% | 16% | i | i | 5% | 1% | -5.1 | -5% | 1.8%
Cc1cc(=O)oc2cc(NC(=O)CCC(=O)O)ccc12 | 2% | 14% | i | i | -1% | ? | -0.6 | -2% | 0.1%
CCCCC(CC)CNC(=O)c1ccc(Cn2c(=O)[nH]c3cc(OC)c(OC)cc3c2=O)cc1 (stereo not drawn) | -39% | -6%[9.27 µM] | . | . | ? | . | . | 0% | -0.8%
Cn1c(=O)c2[nH]cnc2n(-c2ccccc2)c1=O | 15% | . | i | i | -1% | . | 21 | 0% | 0.4%
Cc1ccc(NS(=O)(=O)c2c(C(=O)N3CCCCCC3)c(C)n(C)c2C)cc1C | 6% | 5% | i | i | 7% | 4% | -1.8 | 5% | -0.5%
Cc1ccc(C(=O)O)cc1S(=O)(=O)N1CCCC1 | -4% | 9% | i | i | 3% | 0% | 0.6 | -2% | 0.1%
O=C(Cc1ccccc1)N1CCC(C(=O)N2CCN(c3ccc(F)cc3)CC2)CC1 | -1% | -7% | i | i | 0% | -1% | 2.7 | -5% | -0.1%
Cc1ccc(NC(=S)N(CCCN2CCOCC2)Cc2cccs2)c(C)c1 | 5% | 3% | i | i | 0% | 2% | 0.7 | 8% | 0.3%
CCn1c(Cc2ccccc2)nnc1SC(C)C(=O)NC1CC1 (stereo not drawn) | 3% | -8% | i | i | -5% | 1% | -1.7 | 1% | 0.1%
CCOC(=O)c1c(C)n(-c2ccccc2)c2ccc(OC(=O)c3ccc(OCC)c(OCC)c3)cc12 | -1% | 10% | . | i | 2% | . | . | 16% | 6.2%
Cc1ccc(NC(=O)c2cc(=O)[nH]c3ccccc23)cc1C | 6% | -14% | i | i | 1% | -7% | -0.2 | 0% | 0.1%
COc1ccc(Cc2nc3ccc(C(=O)NCC4COCCO4)cc3o2)cc1 (stereo not drawn) | -6% | 5% | i | i | 14% | -1% | -3.7 | -30% | 0.5%
O=C(O)c1ncsc1-c1ccccc1 | 1% | -1% | i | i | 0% | -3% | -3.5 | -5% | -0.6%
Nc1c(C(=O)NCc2ccco2)c2nc3ccccc3nc2n1CCc1ccccc1 | -85% | . | i | i | 5% | -2% | 2.1 | ? | 0.8%
O=C(COC(=O)c1cccs1)Nc1nnc(-c2ccccc2)o1 | -2% | -4% | i | i | -13% | 2% | 1.1 | -1% | -0.4%
C=CCn1c(=S)[nH]c2cc(C(=O)Nc3ccc(OC)c(OC)c3)ccc2c1=O | -9% | -17% | i | i | -15% | -1% | -0.8 | 8% | -0.1%
CCOc1ccccc1C(=O)NCC(=O)Nc1ncccc1C | -4% | 2% | i | i | 11% | 2% | -1.4 | -2% | 4.4%

Four compounds out of the list, arranged by length of the SMILES, falling:
SMILES | HepG2 viability | Nrf2 block | Akt phos inh | ATXN viability | A549 tox | Mm-Cpn inhibitor | CCT chaperon mod | TGFb inhibitor | Nrf2 activator
CCOC(=O)c1c(C)n(-c2ccccc2)c2ccc(OC(=O)c3ccc(OCC)c(OCC)c3)cc12 | -1% | 10% | . | i | 2% | . | . | 16% | 6.2%
O=C(Cc1ccccc1)N1CCC(C(=O)N2CCN(c3ccc(F)cc3)CC2)CC1 | -1% | -7% | i | i | 0% | -1% | 2.7 | -5% | -0.1%
CCOc1ccccc1C(=O)NCC(=O)Nc1ncccc1C | -4% | 2% | i | i | 11% | 2% | -1.4 | -2% | 4.4%
O=C(O)c1ncsc1-c1ccccc1 | 1% | -1% | i | i | 0% | -3% | -3.5 | -5% | -0.6%

(further entries)
SMILES | HepG2 viability | Nrf2 block | Akt phos inh | ATXN viability | A549 tox | Mm-Cpn inhibitor | CCT chaperon mod | TGFb inhibitor | Nrf2 activator
OC(Cc1ccncc1)c1ccccc1Cl (stereo not drawn) | 7% | 2% | i | i | -6% | . | 0.5 | 3% | -0.4%
COc1cc(/C=N/NC(=O)c2cc(O)cc(O)c2)ccc1OC(=O)c1ccccc1 | 15% | -11% | i | i | -17% | 0% | 0.8 | -13% | 6.6%
C#CCOCCOCCOCCNc1nc(N2CCN(C(=O)[C@H]([C@@H](C)CC)n3cc([C@@H](N)Cc4ccc(O)cc4)nn3)CC2)nc(N2CCN(C(=O)[C@H](Cc3cc4ccccc4[nH]3)n3cc([C@@H](N)CC(C)C)nn3)CC2)n1 | -4% | -8% | i | ? | -20% | 0% | -2.2 | ? | 11%
CC(Sc1nnc(N)s1)C(=O)Nc1nccs1 (stereo not drawn) | -11% | -7% | i | i | 0% | 3% | -1.9 | -21% | -0.5%
Cc1cc2oc(C(=O)Nc3ccc(S(=O)(=O)Nc4onc(C)c4C)cc3)cc(=O)c2cc1Cl | -2% | 41% | i | i | 2% | 3% | 2.1 | -8% | 0.2%
COc1ccc(-n2nnnc2SCC(=O)Nc2ccc3c(c2)OCCO3)c(OC)c1 | -22% | ? | i | i | 7%[1.84 µM] | 0% | -2.0 | -21% | 0.1%
CCCCC1=NN(C(=O)c2ccncc2)C(O)(C(F)(F)F)C1 (stereo not drawn) | -4% | -7% | i | i | 0% | 1% | -2.2 | -16% | -0.7%
Cc1cccc(OCCn2nc(C(=O)O)c3ccccc3c2=O)c1 | 27% | . | i | i | -3% | 1% | -0.2 | 9% | 2.1%
Cc1ccc(N2C(=O)C(Cl)=C(N3CCCCCC3)C2=O)cc1 | 2% | ? | i | i | 6% | 3% | -1.8 | -4% | 3.1%
COc1ccccc1N(Cc1ccccc1)S(=O)(=O)c1cccc(C(=O)Nc2cc(C)ccn2)c1 | -11% | ? | i | ? | -7% | 1% | 0.2 | 0% | -2.0%
C[C@H](NC(=O)[C@H](Cc1ccccc1)n1c(=O)[nH]c2ccccc2c1=O)C(=O)N1CCC[C@H]1C(=O)O | 3% | 12% | i | i | -9% | -2% | 0.4 | 2% | -0.6%
Cc1cc2cc(CNC(=O)Nc3cccc(Cl)c3)ccc2n1C | 4% | -10% | i | i | -4% | ? | 0.6 | -1% | -0.9%
C=CCNC(=S)N(Cc1ccccc1)Cc1ccc(F)cc1 | -15% | -4% | i | i | 1% | 4% | -3.5 | -8% | -0.5%
CC1(C)CC(NC(=O)C(F)(F)F)CC(C)(C)N1OC(=O)c1ccco1 | 19% | -23% | i | i | -12% | 1% | -1.2 | -3% | 0.2%
